# Assay outcomes deposited in PubChem BioAssay by several laboratories.
# cardiac RTF act: increases calcium sensitivity of human cardiac regulated thin filaments. P19429+P45379. IANBD-labeled TnC RTF fluorescence at EC20 calcium; 0% EC20 calcium, 100% full calcium. activation, % at 7.2 µM. hit rate 0.24% among 340,000;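 active = activation above the mean over all tested compounds plus 3 SD, cut at about 30% in these data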;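 note: rise in fluorescence read as greater calcium sensitivity of cardiac thin filaments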
# Keap1-Nrf2 PPI: Keap1-Nrf2 (human) interaction inhibition; Q14145; Keap1 Kelch-Nrf2 peptide fluorescence polarization, 1536-well; inhibition, % at 9.4 µM; hit rate 0.15% among 340,000; in the data active = inhibition above about 12%;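 note: human Keap1 Kelch domain with fluorescein labeled Nrf2 9mer peptide probe; 0% = neutral control wells and 100% = peptide positive control; higher means more block of Keap1 binding to Nrf2 peptide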
# Target sequence (Q14145 whole entry, looked up, the tested form may be a part): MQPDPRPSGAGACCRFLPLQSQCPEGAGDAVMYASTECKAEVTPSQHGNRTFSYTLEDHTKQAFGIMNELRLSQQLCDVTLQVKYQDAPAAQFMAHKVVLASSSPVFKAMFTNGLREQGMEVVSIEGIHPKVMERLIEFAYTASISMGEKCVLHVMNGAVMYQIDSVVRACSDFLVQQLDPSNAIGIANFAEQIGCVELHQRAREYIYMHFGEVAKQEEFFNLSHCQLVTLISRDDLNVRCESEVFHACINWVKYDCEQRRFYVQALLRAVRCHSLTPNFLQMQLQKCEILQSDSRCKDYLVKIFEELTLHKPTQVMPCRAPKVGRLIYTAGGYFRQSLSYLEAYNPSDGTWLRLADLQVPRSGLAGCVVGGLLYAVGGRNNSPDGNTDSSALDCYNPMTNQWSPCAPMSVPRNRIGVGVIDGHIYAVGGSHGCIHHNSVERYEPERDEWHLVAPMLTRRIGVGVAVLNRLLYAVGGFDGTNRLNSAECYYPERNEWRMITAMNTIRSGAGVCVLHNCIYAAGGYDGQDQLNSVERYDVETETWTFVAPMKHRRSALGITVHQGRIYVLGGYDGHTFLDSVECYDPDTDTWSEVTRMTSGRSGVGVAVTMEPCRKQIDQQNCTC
# RTF Ca sens inh: cardiac RTF calcium desensitization. P19429+P45379. IANBD-labeled cardiac RTF, Ca2+ fluorescence. inhibition, % at 7.15 µM. hit rate 0.12% among 340,000. AID 493244;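 active = inhibition above the mean inhibition of all tested compounds plus 3 SD, cut at about 17% in these data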;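 note: assay run at fixed EC70 calcium of 1.6 mM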
# CAL PDZ FP-1: human CAL PDZ-peptide interaction inhibition; inhibition, % at 20 µM; Q9HD26; hit rate 0.02% among 330,000; AID 504414; purified CAL PDZ, TMR-peptide fluorescence polarization, 1 h;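 active = highest replicate inhibition of at least 40%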;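 note: plate controls were DMSO neutral control wells for no effect and unlabeled competitor peptide control wells for full effect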
#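 Material – purified CerCALP PDZ construct · Detection – FP readout, S and P plane fluorescence · Measure – percent inhibition from loss of millipolarization · Controls – unlabelled peptide for full inhibition, DMSO wells as neutral · Probe or stimulus – TMR-labelled reporter peptide T*-PRC34 bound in PDZ groove · Times – 1 h at RT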
# LANA DNA inh: KSHV C-LANA DNA binding inhibition; hit rate 0.078% among 340,000; AID 504423; inhibition, % at 9 µM; MBP-C-LANA/FAM-LBS DNA binding, fluorescence polarization;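 active = highest replicate inhibition at or above 60% at 9 µM, even if other replicates fall short; inactive = all replicates below 60% inhibition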;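 note: 0% = neutral control wells and 100% = 4 µM acridine orange control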
# SR-BI uptake up: activators of SR-BI mediated HDL lipid uptake; CHO ldlA[mSR-BI] cells, DiI-HDL uptake fluorescence, 3 h; 100 = double the neutral-control signal; activation, % at 12.5 µM; hit rate 0.096% among 320,000;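 active = mean replicate activation of at least 60% and every replicate at or above 60%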;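 note: 0% = median plate neutral-control signal and 100% = twice that signal; values of inactives mirror those of a sister screen read the other way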
#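 System: LDL receptor-deficient CHO ldlA cells overexpressing murine SR-BI | Timing: 3 h uptake period with compound, 37 °C | Medium: HEPES-buffered (25 mM, pH 7.4) F12 plus 0.5% BSA | Dosing: Single-point compound dose | Signal: Bottom-read fluorescence, 550/595 nm | Read-out: Retained DiI signal reflecting DiI-HDL uptake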
# Rtt109 HAT inh: blocks Candida albicans Rtt109/Vps75 acetyltransferase activity; hit rate 0.16% among 330,000; inhibition, % at 34.9 µM; Q5AAJ8; purified Rtt109/Vps75, ThioGlo CoA-SH fluorescence, 4 h;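 active = inhibition of at least 50% in every replicate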
# Target sequence (Q5AAJ8 whole entry, looked up): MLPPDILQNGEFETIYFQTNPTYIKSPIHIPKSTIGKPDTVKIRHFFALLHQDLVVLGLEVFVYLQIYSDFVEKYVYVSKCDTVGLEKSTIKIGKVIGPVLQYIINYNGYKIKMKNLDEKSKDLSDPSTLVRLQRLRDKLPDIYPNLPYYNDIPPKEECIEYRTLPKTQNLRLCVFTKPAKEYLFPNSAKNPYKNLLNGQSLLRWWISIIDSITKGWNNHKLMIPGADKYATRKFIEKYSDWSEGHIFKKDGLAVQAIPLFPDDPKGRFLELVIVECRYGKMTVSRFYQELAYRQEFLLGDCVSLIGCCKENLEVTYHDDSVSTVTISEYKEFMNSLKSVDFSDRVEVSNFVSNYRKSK
# PKA-R2B act: activates the human PKA-R2B holoenzyme complex. activation, % at 11.4 µM. PKA-R2B holoenzyme dissociation, Cy5-IP20 fluorescence polarization; R2B truncated from residue 108, S112A mutant; 0% DMSO only, 100% 113 µM cGMP. P22694+P31323. hit rate 0.079% among 340,000;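 active = activation above a cutoff set at the mean over all compounds plus 3 SD, cut at about 18% in these data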;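 note: higher means more holoenzyme dissociation and a rise in polarization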
# DAGLB inh: blocks human DAGLB lipase activity. AID 504411. HEK293T DAGLB membrane lysate, EnzChek fluorogenic substrate. inhibition, % at 5.17 µM. Q8NCG7. hit rate 0.059% among 340,000; in the data active = inhibition above about 34%;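 note: 0% = enzyme with vehicle and 100% = wells lacking enzyme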
# CAL PDZ FP-2: blocks peptide binding to the human CAL PDZ domain; purified CAL PDZ, TMR-peptide fluorescence polarization, 1 h; inhibition, % at 24.9 µM; hit rate 0.92% among 300,000; Q9HD26; AID 602252;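 active = mean inhibition of at least 30% with at least half of replicates also reaching 30%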;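 note: 0% = DMSO neutral control and 100% = excess unlabeled competitor peptide PRC23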
# Starred values were filed as active, the others as inactive; i = inactive; nt = not tested or not shown.
SMILES,cardiac RTF act,Keap1-Nrf2 PPI,RTF Ca sens inh,CAL PDZ FP-1,LANA DNA inh,SR-BI uptake up,Rtt109 HAT inh,PKA-R2B act,DAGLB inh,CAL PDZ FP-2
O=C(Nc1cc(F)cc(F)c1)c1ccc(NCCCN2CCCCCC2)c([N+](=O)[O-])c1,4,0,8,-1.3,-0.1,5,2,0,2,-2
Cc1ccc(=O)n(C(C(=O)NCc2ccco2)C(=O)c2ccc(F)cc2)c1 (stereo unspecified),2,-6,-4,-0.1,0.4,14,-20,-5,-1,-3
O=C(Nc1ccccc1C(=O)NCCc1ccccc1)c1cnccn1,6,-3,-3,-2.7,-0.4,11,-4,8,1,-6
Cc1nnc(NC(=O)CSc2nnc(-c3ccccc3)n2C)s1,7,-2,-22,-0.1,0.8,1,-3,-8,0,-1
Cc1ccccc1OCC(=O)NC(=S)Nc1ccccc1N1CCN(S(C)(=O)=O)CC1,-1,3,-1,-1.9,0.4,-33,-3,-2,-11,nt
CCN1CCc2c(sc(NC(=O)Cc3ccccc3)c2C(=O)OC)C1,-1,-2,-7,-1.2,-0.5,-14,-2,-3,-2,-4
O=C(Nc1ccc(S(=O)(=O)N2CCOCC2)cc1)c1ccc2ncsc2c1,-4,-3,-8,-2.0,0.4,nt,8,-8,-1,-3
CCC(C)Nc1nc2c(c(=O)n(C)c(=O)n2C)n1C (stereo unspecified),1,-1,1,0.5,-1.7,-2,16,-9,1,0
O=C(O)C1CSC(c2ccccc2Cl)N1C(=O)c1ccc(Cl)cc1 (stereo unspecified),-3,-4,-8,-0.1,-0.9,8,-7,-3,3,-3
COc1ccc(OC)c(C2C3=C(CCCC3=O)NC3=C2C(=O)CCC3)c1,-1,0,4,-1.5,-1.3,40,9,-10,5,-1
CCOC(=O)c1ccc(NC2Nc3cc(C)nn3S2)cc1 (stereo unspecified),-2,-2,-8,-0.5,-0.1,nt,-2,-4,1,-1
CC1=NNC(=O)/C1=C\c1cn(-c2ccccc2)nc1-c1ccccc1,2,-4,-2,-0.3,1.2,-9,2,2,9,nt
O=C(Nc1nc2ccccc2s1)c1c(F)cccc1Cl,0,-1,-8,0.2,0.5,17,-2,-8,-3,nt
CC(C)CC(=O)NC(=S)NNC(=O)c1ccc([N+](=O)[O-])cc1,-1,-6,-10,-0.6,-0.1,-2,11,-1,2,-6
Cc1ccc(CNc2nc(N)c([N+](=O)[O-])c(NCc3ccccc3)n2)cc1,-6,-1,-1,-0.2,1.2,9,-19,2,-1,-1
CCOCCc1nnc(NC(=O)c2ccc(OC)c(OC)c2)s1,1,-2,-6,-0.4,0.1,-11,-11,2,0,-4
NS(=O)(=O)c1ccc(NC(=O)COC(=O)Cc2ccc(Cl)cc2)cc1,-2,-2,5,-3.3,2.4,2,1,2,1,-2
Cc1c(OCC(=O)NCCCN2CCOCC2)ccc2c1oc(=O)c1ccccc12,-2,0,1,-0.9,-1.2,-8,8,2,2,-2
C#CC(C)(CC)NC(=O)Cn1nnc(-c2ccc(S(C)(=O)=O)cc2)n1 (stereo unspecified),1,-2,-6,-1.1,0.5,12,4,3,-1,nt
Cc1ccc(OCC(=O)N/N=C\c2ccncc2)c(C)c1,-4,-2,-8,-2.4,0.5,2,2,2,-1,0
Cc1cccc(CCNC(=O)C2CCC(=O)N(Cc3ccc(Cl)cc3)C2)n1 (stereo unspecified),-1,-5,-6,0.0,-0.9,8,3,-4,2,6
COc1ccc(-c2[nH]ncc2CN2CCC(C(=O)N3CCOCC3)CC2)c(F)c1,5,-4,10,1.2,-5.2,7,-5,-2,-2,-1
COc1ccc(CN2CCN(CCc3ccccc3)C(CCO)C2)c(O)c1 (stereo unspecified),10,-4,-7,-25,-0.4,9,13,-7,2,2
CCn1nc(C)c(CNCc2cn[nH]c2-c2cc3ccccc3o2)c1C,2,-3,-1,-0.4,-0.4,nt,0,-5,-1,0
COc1ccc(C2=Nc3cccc4cccc(c34)N2)cc1,2,0,-3,0.6,-2.2,13,7,3,22,-5
# Next results follow.
SMILES,cardiac RTF act,Keap1-Nrf2 PPI,RTF Ca sens inh,CAL PDZ FP-1,LANA DNA inh,SR-BI uptake up,Rtt109 HAT inh,PKA-R2B act,DAGLB inh,CAL PDZ FP-2
CC(C)(C)NC(=O)CN(C(=O)c1csnn1)c1cccc2c1CCCC2,2,2,-7,-0.7,0.7,5,-5,-9,1,nt
CN1C[C@@H]2[C@@H]3C(=O)N(C)C(=O)[C@@H]3[C@](C)(C1=O)N2C(=O)c1ccc(Cl)c(Cl)c1,0,-4,8,-1.0,-0.6,16,2,-11,0,0
CC(C)CCNC(=O)/C=C/c1ccc(Br)cc1,4,-2,-1,-2.9,0.1,11,-2,3,-4,0
Cc1ccc(S(=O)(=O)NCC(=O)N2CCOCCOCCOCC2)cc1,0,-3,-4,-3.1,0.7,nt,-6,4,1,-7
Cc1ccc(Cn2nnc3c(=O)[nH]c(C4CCN(C(=O)Cc5cccs5)CC4)nc32)cc1,1,-1,-13,-1.5,-1.3,24,17,6,-1,-11
COc1ccc(NC(=O)C(C)SCc2ccccc2)cc1 (stereo unspecified),5,-4,-4,0.4,1.0,-17,-3,-5,-6,nt
CCNc1oc(COc2cccc(C)c2)nc1C#N,-1,-7,1,-2.0,0.9,1,0,3,-1,-1
CN(C)c1ccc(NC(=O)CN2CCC(N3CCCCC3)CC2)cc1,13,1,-2,0.7,1.0,-7,-8,-8,1,nt
CN(C)Cc1c(O)ccc2cc(-c3nc4ccccc4n3C)c(=O)oc12,13,3,-21,-2.5,13,-4,i,-6,3,-16
COCCCn1c(SCC(=O)N2CCOCC2)nc2ccccc2c1=O,-6,-3,-3,-2.1,-0.5,nt,6,3,1,-5
COc1ccc(/C=N/NC(=O)c2nn(-c3ccc(Cl)cc3)c(=O)c3c(N)scc23)cc1,1,0,-3,1.9,3.1,-26,1,-9,4,0
O=C(CN(C(=O)CCC(=O)Nc1nccs1)c1ccccc1F)NCc1ccc(F)cc1,-2,0,-4,-1.9,-0.3,nt,0,-4,1,-3
COc1cccc(NC(=O)CSc2nnc3ccc(-c4ccncc4)nn23)c1,-4,1,-3,0.0,-7.7,18,-17,-14,1,-7
Cc1c(NC(=O)CN2C(=O)NC(C)(c3ccccc3Cl)C2=O)c(=O)n(-c2ccccc2)n1C (stereo unspecified),2,-2,-14,-0.2,0.3,-7,-1,-3,-2,-5
NC(=Nc1nc(-c2ccccn2)cc2ccccc12)c1ccccn1,-5,1,5,0.4,-0.2,-49,-1,-7,-1,-9
Cc1ccc(NC(=O)Cc2ccccc2)cc1S(=O)(=O)N1CCOCC1,-2,-9,-9,0.1,0.6,5,-7,3,-2,30*
C=C(C(=O)O)C(CCCCCC)C(=O)O (stereo unspecified),4,-9,4,-0.7,3.2,9,-2,-13,2,-1
COc1ccc(N2CC(C(=O)Nc3cc(C)ccn3)CC2=O)cc1 (stereo unspecified),5,-2,1,-0.4,-1.0,9,-2,2,-1,-3
Cc1nnc(SCc2ccc(F)cc2Cl)s1,7,0,-9,-2.4,-1.1,23,-1,-5,1,nt
CCOC(=O)c1ccc(NC(=S)N2CCSC2c2ccc(Cl)cc2)cc1 (stereo unspecified),-7,-4,5,-0.2,0.5,-55,11,-6,-9,-2
CC[C@@]1(C(=O)OC)N[C@H](CN(C)C(=O)Nc2ccc(F)cc2)[C@@H]2C(=O)N(C)C(=O)[C@@H]21,0,0,5,0.7,-1.4,29,0,0,0,-2
CC(=O)c1ccc2c(c1)C1C=CCC1C(c1ccncc1)N2 (stereo unspecified),1,-6,-6,0.4,2.9,-4,4,-7,3,0
COC(=O)c1ccc(COc2cc(O)c3c(c2)OC(C)(C)CC3=O)cc1,-5,-3,1,-0.9,-0.9,-31,10,2,-7,-2
CCn1c(-c2ccccc2SC)n[nH]c1=S,7,-4,-4,-3.2,-0.6,5,4,-4,-1,2
Cc1ccc(N=C2C(=O)Nc3ccc(Br)cc32)cc1,0,-1,1,nt,-0.5,-18,-4,-5,0,0
# Going on with the list.
SMILES,cardiac RTF act,Keap1-Nrf2 PPI,RTF Ca sens inh,CAL PDZ FP-1,LANA DNA inh,SR-BI uptake up,Rtt109 HAT inh,PKA-R2B act,DAGLB inh,CAL PDZ FP-2
COc1ccc(Cc2nnc(SCc3ccc([N+](=O)[O-])cc3)o2)cc1,1,2,0,-0.5,-0.6,2,-3,5,-2,-4
O=C(Oc1ccc(/C=N/n2cnnc2)cc1)c1cccc([N+](=O)[O-])c1,0,-1,0,-0.7,-0.1,9,nt,-8,-1,3
CC1=C(C(=O)OCCC(C)C)C(c2ccc3c(c2)OCO3)NC(=O)N1 (stereo unspecified),10,-2,-4,0.5,2.6,1,-2,3,1,-3
CCOC(=O)/C(=N\Nc1ccccc1[N+](=O)[O-])c1csc(Nc2ccccc2)n1,3,-1,0,-0.4,2.1,-106,11,-13,10,0
Nc1c(S(=O)(=O)c2cccs2)c2nc3ccccc3nc2n1CC1CCCO1 (stereo unspecified),1,1,0,0.3,0.2,-1,-7,-7,2,4
CN1C(=O)C(=O)/C(=C(/O)c2ccccc2)C1c1ccc([N+](=O)[O-])cc1 (stereo unspecified),-3,-2,0,-1.8,1.2,nt,-1,-1,0,3
Cn1c(SCc2n[nH]c(=S)o2)nnc1-c1ccccc1,0,-8,-9,-2.3,-0.9,13,-6,-4,-2,-2
COc1ccc(NC(=O)C2CCC(CNc3c(N4CCCCC4)c(=O)c3=O)CC2)c(OC)c1 (stereo unspecified),-3,-1,-5,-1.5,2.9,-20,2,-9,0,0
CCOc1ccc(CCNC(=O)Cc2ccc(NC(=O)C3=C(C)OCCS3)cc2)cc1,1,-3,-3,-1.6,0.0,-18,4,-14,-4,-1
CNc1ccccc1-c1nc2ccccc2n(C)c1=O,4,-4,-2,-1.7,-1.1,2,6,-5,3,2
Cc1ccc(C(=O)N/C(=C\c2ccco2)C(=O)N2CCSCC2)cc1C,-8,-2,1,-1.6,-1.4,4,nt,-8,0,-10
COc1cc(CNn2nnnc2N)cc(Br)c1OCc1c(Cl)cccc1Cl,3,-8,-1,-3.7,-1.9,-31,0,-2,-2,-2
Cc1ccc(S(=O)(=O)CC(=O)N2CCOCC2)cc1,-2,5,4,0.6,2.2,12,0,-12,-1,-4
CCC(C(=O)N1CCN(C(=O)c2ccco2)CC1)n1sc2ccccc2c1=O (stereo unspecified),-2,-8,-10,-1.2,-1.4,-6,5,2,1,-7
CCCOc1ccc(C(C)=O)cc1Cc1c(O)nc(SC)[nH]c1=O,-1,-6,3,-0.4,-0.6,5,-6,2,0,nt
c1ccc2c(OCCCCN3CCOCC3)cccc2c1,-9,-2,1,0.6,2.4,-3,-4,-2,-5,15

# Look-ups from above.
# SR-BI uptake up, CCCOc1ccc(C(C)=O)cc1Cc1c(O)nc(SC)[nH]c1=O = 5
# SR-BI uptake up, Nc1c(S(=O)(=O)c2cccs2)c2nc3ccccc3nc2n1CC1CCCO1 (stereo unspecified) = -1
